Source: PubChem BioAssay
HepG2 viability: kills HepG2 cells in TGF-b inhibitor counter-screen; HepG2 CAGA-GFP viability, ATP luminescence, 18 h; AID 588856; Potency, µM (doses to about 46.1 µM), inactives show at the top dose activity change, negative = cytotoxicity, usual class: cytotoxic; hit rate 0.76% among 410,000; also: potency is read from the fitted curve at half-maximal effect; some results filed as inactive show a strong effect at the top dose
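HepG2 CAGA-GFP cells (1000/well, DMEM with 1% FBS) received compound, then TGF-beta at 500 pg/mL final, and were incubated 18 hours at 37 degrees C. Viability was read by CellTiter-Glo luminescence. Media-only wells were set as complete cell-killing and DMSO as no toxicity.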
A549 tox: kills or reduces viability of A549 cells in Nrf2 counter-screen | A549 ARE-Fluc cells, CellTiter-Fluor viability, 18-24 h | Potency, µM (highest dose often 46 µM), for inactives: at the highest dose activity change, negative = cytotoxicity, most hits filed as inhibitors | hit rate 0.16% among 390,000; also: potency is read from the fitted curve at half-maximal effect; % is scaled to controls: 0 for no effect and ±100 for the full control effect
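Cytotoxicity counterscreen: CellTiter-Fluor fluorescence was measured in A549 ARE_Fluc cells after 18-24 h of compound exposure in a concentration series. The subsequent BugLite luminescent read reports ARE-luciferase activity.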
Nrf2 activator: activators of Nrf2 (ARE) signaling | AREc32 ARE-luciferase reporter (MCF7-derived line), luminescence, 24 h | Potency, µM (series often up to 46.1 µM), without a hit: top-dose activation, actives largely listed as activators | hit rate 0.31% among 410,000 | AID 624171; also: potency is read from the fitted curve at half-maximal effect; % of control where 0% means no effect; nearly all actives have a fitted effect of over 65% in size
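AREc32_Fluc, 1000 cells/well, OPTI-MEM + 5% FBS, o/n 37 deg C 5% CO2; 23 nL cpd by pin tool, 24 hr; Steady-Glo 30 min RT, luminescence.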
Abeta rescue: restores growth of yeast expressing A-beta42 peptide; hit rate 0.063% among 410,000; yeast expressing A-beta42, growth rescue, OD600, 48 h; response scale: 0% DMSO, 100% iron-clioquinol control; Potency, µM (doses to about 46.1 µM), inactives show top-dose growth rescue, most hits filed as activators; also: potency is read from the fitted curve at half-maximal effect; nearly all actives have a fitted effect of over 55% in size
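Yeast growth medium received pinned compounds, then yeast cells expressing toxic A-beta were added; plates incubated at 30 C for 48 hr. Growth read as absorbance at 600 nm, normalized to DMSO and equimolar FeCl3 plus clioquinol controls.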
MmCpn inh: M. maripaludis TRiC chaperonin inhibition | purified Mm-Cpn ATPase, ADP Transcreener TR-FRET | Potency, µM (top dose mostly 76.9 µM), for inactives: at the highest dose activity, negative = inhibition, usual class: inhibitors | hit rate 0.031% among 330,000 | AID 504842; also: potency is read from the fitted curve at half-maximal effect; % is scaled to controls: 0 for no effect and ±100 for the full control effect; nearly all actives have a fitted effect of over 80% in size
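25 nM Mm-CPN + cpd, 10 min 37°C; + 10 uM ATP, 30 min 37°C; buffer 30 mM Tris pH 7.4, 100 mM KCl, 5 mM MgCl2, 1 mM DTT; Transcreener ADP HTRF detection 30 min RT.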
pAkt inh: inhibitors of Akt phosphorylation | Neuro2A IGF-stimulated pAkt S473 HTRF, 20 min; active compounds read low | activity change, % for hits at 50 µM | hit rate 0.32% among 360,000; in the data active = activity change below about -80%; inconclusive = mostly about -51% to -80%; also: % is scaled to controls: 0 for no effect and ±100 for the full control effect
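Single-point screen (50 µM final compound) in Neuro2A cells stimulated 20 min with 6 nM IGF at 37 deg C. After lysis, Ser473-phosphorylated Akt read by HTRF (ex 330 nm, em 615/665 nm) as the 665/615 ratio.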
Nrf2 block: inhibitors of Nrf2 signaling; A549 ARE-Fluc reporter, luciferase luminescence, 18-24 h; Potency, µM (series often up to 46 µM), inactives show at the highest dose activity change, negative = inhibition, actives largely listed as inhibitors; hit rate 2.1% among 360,000; AID 504444; also: potency is read from the fitted curve at half-maximal effect; % is scaled to controls: 0 for no effect and ±100 for the full control effect; nearly all actives have a fitted effect of over 60% in size
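Nrf2 activity is the BugLite luminescence, read 15 min after reagent at room temperature, following CellTiter-Fluor cytotoxicity readout (30 min, 37C). Compound titrations were applied for 18-24 h to 5000 A549 ARE_Fluc cells/well in 5% FBS OPTI-MEM.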
CCT modulator: cytosolic chaperonin activity modulation. hit rate 0.3% among 360,000. activity change, % (concentration not given with the values), hits read low. purified chaperonin ATPase assay, HTRF ADP detection, 30 min; in the data active = activity change below about -30%; also: % is scaled to controls: 0 for no effect and ±100 for the full control effect
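Enzyme 40 or 20 nM (batch-dependent) in Tris pH 7.4/KCl/MgCl2/DTT; cpd 76 uM single point; ATP 10 uM; 30 min 37 °C; Transcreener ADP HTRF detection, 30 min RT; ratio 665/615.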
TGFb SMAD3 inh: inhibitors of TGF-b signaling; HepG2 CAGA-GFP TGF-b/SMAD3 reporter, GFP fluorescence, 18 h; TGF-beta stimulated, 500 pg/mL final; Potency, µM (highest dose often 46.1 µM), inactives show at the highest dose activity, negative = inhibition, actives largely listed as inhibitors; hit rate 1.2% among 410,000; AID 588855; also: potency is read from the fitted curve at half-maximal effect; % is scaled to controls: 0 for no effect and ±100 for the full control effect; nearly all actives have a fitted effect of over 65% in size
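Using HEPG2 CAGA-GFP reporter cells at 1000 cells/well, we pinned test compounds, stimulated with recombinant TGF-beta (500 pg/mL final) and measured total well GFP after 18 h.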
* = called active by the depositor; i = inactive; ? = inconclusive; / = not tested or not shown; & = joins results of further samples; [ ] = another dose, or the depositor's remark. Unless noted, calls follow the shape of the dose curve; as a rule, active = well fitted curve in the direction sought with a large enough effect; inconclusive = small, poorly fitted or top-dose-only effect, or another doubt; inactive = no such curve, though single readings can be large; an effect the other way counts as inactive or inconclusive.

SMILES | HepG2 viability | A549 tox | Nrf2 activator | Abeta rescue | MmCpn inh | pAkt inh | Nrf2 block | CCT modulator | TGFb SMAD3 inh
Clc1ccc2c(c1)C(OC1CN3CCC1CC3)c1ccccc1CS2 (configuration not stated) | -111% | -11% | 2.9% | 7% | 0% | i | 19% | -3.1 | ?
Cc1cccc(NP(=O)(Oc2ccccc2F)Oc2ccccc2F)c1 | -60% | -7% | 3.6% | 2% | -15% | i | -25% | -2.8 | 13µM*
Cc1nc(-c2ccc(Cl)cc2)sc1C1(C)CC(c2ccccc2)=NO1 (configuration not stated) | -7% | 11% | 4.0% | -9% | / | i | ? | -1.2 | ?
CCCCC1C(=O)NC(=S)N(C)C1=O (configuration not stated) | 2% | 0% | -0.8% | 6% | / | i | 0% | -2.4 | 0%
CCOC(=O)c1ccc(NC(=O)CCn2c(=O)oc3ccccc32)cc1 | 2%&-44% | 1%&4% | -0.2%&-0.5% | -2%&4% | -1% | i | 16%&1% | -0.1 | ?
CCc1nc2ccc(N3CCN(C)CC3)cc2nc1CC | 15% | 5% | 0.1% | -14% | -7% | i | 9% | 1.6 | 1%
COC(=O)C1=C(c2ccc(Cl)c(C(F)(F)F)c2)C[C@@H]2CC[C@H]1N2C(=O)NC1CCCCC1 | -8% | ? | 3.2% | -20% | 0% | i | ? | -1.0 | ?
CC(C)c1cccc(O)c(=O)c1 | 4% | -3% | 24% | -3% | -1% | i | ? | 1.7 | 3%
Cc1ccc(NS(=O)(=O)c2ccc(OCC(=O)N3CCN(C)CC3)cc2)cc1 | -40% | -2% | 0.1% | 10% | 1% | i | ? | -0.4 | 0%
CCN(CC)c1ccc(N=Cc2c(O)n(-c3ccccc3)c(=O)[nH]c2=O)cc1 | -48% | -4% | 20% | -7% | -2% | i | ? | -0.1 | ?
CC(OC(=O)c1cn(C)c2ccccc12)C(=O)N(C)c1ccccc1 (configuration not stated) | 0% | 0% | 0.4% | 18% | 2% | i | -2% | 0.4 | 12%
O=C(O)C(F)(F)S(=O)(=O)O | 1% | -5% | 0.5% | 12% | 0% | i | -9% | -0.7 | -5%
C#CCOCOCC#CCN(CC)CC | 7% | -6% | -0.3% | 12% | 2% | i | / | -0.6 | ?
Oc1ccc(/C=N/NP(=S)(c2ccccc2)c2ccccc2)cc1 | -45% | -7% | 1.8% | ? | 1% | i | 12% | -4.2 | ?
S=C(c1ccc(Cl)cc1)N1CCOCC1 | 5% | -1% | -1.1% | -6% | 1% | i | / | 0.8 | 16%
O=P1(c2ccccc2)CC=CC1 | 17% | / | -1.0% | -11% | / | i | / | -2.1 | 27%
COc1ccc2c(c1)-c1nc(NC(=O)c3ccc(Cl)cc3)sc1CC2 | -3% | -8% | 6.1% | -5% | / | / | ? | / | -8%
CCOC(=O)c1[nH]c(C)c(C(=O)N2CCC3(CC2)OCCO3)c1C | 56% | -3% | -0.1% | -6% | -1% | i | 7% | -2.1 | 22%
Nc1c(Cl)cc([N+](=O)[O-])cc1Cl | 57% | -2% | -0.1% | 8% | 3% | i | 6% | 0.8 | 55%[activator]
O=[N+]([O-])c1ccc(N2CCCNCC2)c2ncccc12 | -3% | ? | 6.5% | 2% | -1% | i | ? | 2.3 | 1%
COc1ccc(-c2nc3ccc(Br)cn3c2CC(=O)N2CCCC2)cc1OC | / | / | 4.5% | -2% | / | i | / | -1.4 | /
CC(C)C12CN3CCN(CC(C3)/C1=N\O)C2 | -3% | -4% | -1.0% | -3% | -1% | i | -2% | -0.4 | -13%
O=c1c2ccccc2[nH]c(=S)n1-c1cccnc1 | 1% | -7% | -1.2% | -4% | 1% | i | -1% | 0.8 | 3%
Cc1cccc(CCNCc2cc3cc(C)cc(C)c3[nH]c2=O)c1 | -30% | 2% | -0.8% | -14% | 1% | i | -17% | 1.3 | -27%
CN1[C@H]2CC[C@@H]1C(C(=O)N1CCOCC1)=C(O)C2 | 15% | -1% | -0.1% | 21% | 0% | i | -1% | 1.4 | 16%
The results go on:
SMILES | HepG2 viability | A549 tox | Nrf2 activator | Abeta rescue | MmCpn inh | pAkt inh | Nrf2 block | CCT modulator | TGFb SMAD3 inh
CN1CCC(N(C)c2nc(-c3ccc([N+](=O)[O-])cc3)nc3ccccc23)CC1 | -123% | -4% | -1.2% | 7% | -2% | i | -23% | 0.4 | ?
CN(C)CP(=O)(O)CN(C)C=O | -1% | -4% | 0.2% | 9% | 1% | i | 2% | -4.2 | 7%
c1cncc(CNC2CCCCC2)c1 | 0% | 0% | 0.1% | 5% | 0% | i | 8% | -4.8 | -6%
CCCCOCCCn1c(N)c(C(=O)OC(C)COC)c2nc3ccccc3nc21 (configuration not stated) | -6% | -1% | -0.1% | 17% | -4% | i | -27% | 2.4 | -6%
Cc1ccccc1N1C(=O)NC(=O)/C(=C\c2cc(Br)c(N3CCOCC3)o2)C1=O | 19% | 23µM* | 5.6% | 2% | -1% | i | 16µM* | -1.5 | 19%
CC(C)N1CCN(Cc2ccc3c(c2)OCCO3)CC1CCO (configuration not stated) | 6% | ? | 0.4% | 21% | -2% | i | 8% | -2.1 | 7%
CCCNc1nc(-c2cc(C(=O)Nc3ccccc3)on2)cc(C(C)C)n1 | -26% | -6% | 0.1% | -31% | / | i | -2% | -2.8 | ?
Cc1cccc(-n2c(-c3ccco3)nc3ccccc3c2=O)n1 | -1% | -7% | 2.4% | -6% | -1% | i | 3% | -3.1 | 1%
CCN(CC)N=O | -2% | ? | 0.4% | 0% | 0% | / | 17% | 0.5 | -4%
COC(=O)C1=C(c2ccc(-c3ccccc3)c(F)c2)C[C@@H]2CC[C@H]1N2C(=O)NCCOc1ccccc1 | -5% | ? | -0.6% | -3% | 2% | i | 18µM* | -3.1 | ?
CCCCCn1c(=O)c(C(=O)Nc2ccccc2N)c(O)c2ccccc21 | -13% | 6% | 0.2% | -33% | -1% | i | 3% | -1.0 | 22%
COC(=O)C1=C(c2ccc(F)cc2OCc2ccccc2)C[C@@H]2CC[C@H]1N2C(=O)NCCCc1ccccc1 | 0% | -17% | -0.6% | 4% | -1% | i | 16µM* | -1.6 | -11%
Cn1cc(C(=O)OCC(=O)Nc2ccccc2Cl)c2ccccc21 | 0% | 3% | 0.2% | 10% | -1% | i | 9% | -0.4 | 20%
Cc1cccc(NC(=O)c2cccc(NS(=O)(=O)c3ccc(Cl)cc3)c2)c1 | -16% | -2% | -0.9% | 16% | 4% | i | / | 0.0 | ?
CCOC(=O)Cc1c(C)c2c(C)[nH]nc2oc1=O | 7% | -3% | -0.6% | 13% | -1% | i | ? | 1.7 | 2%
CCC(C(=O)Nc1ccc(Cl)cc1)N1CCCC1=O (configuration not stated) | 28% | 10% | 0.2% | -11% | / | i | -2% | -0.9 | 0%
COc1ccc(C(CNC(=O)Cc2ccc(Cl)c(Cl)c2)N2CCCCC2)cc1 (configuration not stated) | -31% | -10% | 0.4% | -7% | -4% | i | 9% | -2.9 | -18%
Cc1ccc(N=C2N=C(N)c3ccccc32)c(C)c1 | -30% | -24% | 4.1% | -31% | 2% | i | ? | 1.9 | ?
Brc1ccc2[nH]cc(/C=N/N3CCCCC3)c2c1 | -27% | 2% | 3.6% | 15% | 1% | i | -19% | -4.4 | ?
CCCCn1c(=O)c(C(=O)NCc2ccccc2)c(O)c2ccccc21 | 3% | 5% | 0.0% | -26% | -1% | i | -12% | -1.6 | 5%
O=C1NC(=O)C(=CN2CCc3ccccc32)C(=O)N1 | -3% | -8% | -0.5% | 5% | -1% | i | -13% | -0.2 | 14%
Cc1cc(OCC(=O)N[C@@H](Cc2ccccc2)C(=O)O)c2c3c(c(=O)oc2c1)CCC3 | -9% | 10% | 0.5% | 5% | -3% | i | 9% | 1.5 | -2%
CCOc1cc(/C=C2/C(=O)NC(=O)N(c3ccc(CC)cc3)C2=O)ccc1OC(=O)c1cccs1 | 13% | 17% | 2.3% | 9% | -4% | i | 28% | 1.8 | 1%
Cn1c(O)c(C=NCCOc2ccc(Cl)cc2)c(=O)n(C)c1=O | 5% | -8% | 3.4% | -18% | 1% | i | -3% | -5.4 | 3%
CCCCCCN1CCN(c2ccccc2Cl)CC1 | -8% | 6% | -0.4% | -3% | 0% | i | 1% | -3.0 | -3%
CC(=NCC1CCCO1)c1c(O)n(C2CCCCC2)c(=O)[nH]c1=O (configuration not stated) | 2% | 0% | 0.1% | 3% | 0% | i | -20% | -6.6 | 0%
CCOC(=O)N(c1ccccc1)P1(=S)OCC(C)O1 (configuration not stated) | 0% | -1% | -0.8% | 23% | 0% | i | 9% | 0.4 | 4%
c1ccc(CN2CCNCC2)nc1 | 1% | 7% | 0.4% | -1% | -5% | i | 23% | -1.2 | -9%
CSCCC(c1nnnn1-c1ccc2c(c1)OCCO2)N1CCC2(CC1)C(=O)NCN2c1ccccc1 (configuration not stated) | -33% | / | 0.4% | -9% | / | i | / | -3.4 | ?
COC(=O)C(O)(c1ccc(N=Cc2ccccc2O)c(C)c1)C(F)(F)F (configuration not stated) | 5% | -8% | -0.2% | -18% | 0% | i | 12% | 0.3 | 12%

Entries of single compounds as entered above. Values in the order: HepG2 viability	A549 tox	Nrf2 activator	Abeta rescue	MmCpn inh	pAkt inh	Nrf2 block	CCT modulator	TGFb SMAD3 inh
c1cncc(CNC2CCCCC2)c1 in the list: 0%	0%	0.1%	5%	0%	i	8%	-4.8	-6%
COC(=O)C1=C(c2ccc(-c3ccccc3)c(F)c2)C[C@@H]2CC[C@H]1N2C(=O)NCCOc1ccccc1 in the list: -5%	?	-0.6%	-3%	2%	i	18µM*	-3.1	?

A portion of the library (hit frequency here may not be typical).
